# Screening data deposited in PubChem by National Center for Advancing Translational Sciences (NCATS).
# Lipid storage S3 = qHTS Assay for Lipid Storage Modulators in Drosophila S3 Cells; hit rate 0.64% among 320,000; AID 2685; Potency in µM for hits, for the others lipid storage change, negative = inhibition, % at the top dose, mostly 46.1 µM; Drosophila S3 cells, BODIPY lipid droplet fluorescence, 18-24 h; cells fed with added oleic acid; active = well fitted inhibition curve with a large enough effect in the signal ratio, with a control signal flat, not every such curve was filed as active; inconclusive = small, poorly fitted or top-dose-only effect, or effect the other way, or a change in a side signal; the % refers to the signal ratio
#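 Laser-scanning cytometry quantifies lipid droplet accumulation (500–530 nm total intensity; droplet/cell object ratio) in oleic acid-fed (400 uM added) Drosophila S3 cells treated with a concentration series. 20 uM Triacsin C defined 100% inhibition.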
# Lipid storage S3 cell count max = further read-out of Lipid storage S3, marked with its call; cell number change, %; measured here: cell count max response;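 cells counted by Cell Tracker Red CMTPX staining in the red channel; peak over a dose series mostly up to 46.1 µM; percent activity relative to internal control wells on each plate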
# * hit, by the source's call; i = inactive; ? = inconclusive; . = no result given; [ ] = another dose, or the depositor's remark. % is scaled to controls: 0 for no effect and ±100 for the full control effect; potency is read from the fitted curve at half-maximal effect.
SMILES,Lipid storage S3,Lipid storage S3 cell count max
O=C(CSc1nc2ccccc2[nH]1)N/N=C/c1ccco1,i,13
COC(=O)C1=C(C(=O)OC)C2(OC1c1ccc(Br)cc1)C(=O)c1ccccc1C2=O (stereo not drawn),5%,2
O=C(CN1C(=O)NC2(CCCC2)C1=O)Nc1cc(Cl)ccc1N1CCCCC1,?,.
Cn1c(=O)n(C)c2cc(C(=O)Nc3ccc(Br)cc3)ccc21,-2%,.
CCCCc1ccc(NC(=S)NCCc2ccc(F)cc2)cc1,13%,12
Cc1cc(C(=O)CSc2nc(N)cc(=O)[nH]2)ccc1F,16%,23
CCOC(=O)c1sc2cc([N+](=O)[O-])cc(SCC(C)C)c2c1N,?,.
OCC1(O)OC[C@@H](O)[C@H]1O (stereo partly drawn),11%,16
C=CCOC(=O)C1C(=O)CC(C)(O)C(C(=O)OCC=C)C1c1ccc(OCC)cc1 (stereo not drawn),i,.
Cc1oc2c(c1C(=O)NCc1cc(C(=O)O)co1)CCCC2,?,.
CC(=O)c1cccc(NC(=O)c2ccccc2N(C)S(=O)(=O)c2ccc(C)cc2)c1,11%,-2
CCOc1cc(C(=O)NC2=NCCS2)cc(OCC)c1OCC,?,.
COCCCNC(=O)C1CC(=O)N(Cc2ccc(OC)cc2)C1 (stereo not drawn),-3%,6
Cc1ccc(C(=O)CSc2nnc(-c3ccncc3)n2C)cc1,-7%,0
Cc1cnc(C(=O)OCC(=O)NC2CCCCC2)cn1,?,.
CCCCOCP(=O)(CC)COCCCC,?,.
C=CCN(c1ccccc1)S(=O)(=O)c1cccc(C(=O)NCC2CCCO2)c1 (stereo not drawn),i,.
CCOC(=O)C1CCN(C(=O)CSc2nc(N)cc(=O)[nH]2)CC1,?,.
CCN(C(=O)C1CCCCC1)c1nnc(-c2cccnc2)s1,?,.
CCC(CO)NCC#Cc1ccccc1 (stereo not drawn),?,.
CCOC(=O)C1CCN(c2c(NCc3ccc(C(=O)N(C)Cc4ccccc4)cc3)c(=O)c2=O)CC1,2%,9
O=Cc1ccc(OC(=O)c2cc(Cl)nc3ccccc23)cc1,?,.
COc1ccccc1N1CCN(c2cnccn2)CC1,?,.
CCSc1nnc(NC(=O)[C@@H](NC(=O)c2ccccc2F)C(C)C)s1,?,.
O=C(O)c1ccccc1C(=O)OCCc1cc2ccccc2c(=O)o1,?,.

# 4 of the entries above in order of the Lipid storage S3 value, lowest first:
mol,Lipid storage S3,Lipid storage S3 cell count max
Cc1ccc(C(=O)CSc2nnc(-c3ccncc3)n2C)cc1,-7%,0
Cn1c(=O)n(C)c2cc(C(=O)Nc3ccc(Br)cc3)ccc21,-2%,.
COC(=O)C1=C(C(=O)OC)C2(OC1c1ccc(Br)cc1)C(=O)c1ccccc1C2=O (stereo not drawn),5%,2
CC(=O)c1cccc(NC(=O)c2ccccc2N(C)S(=O)(=O)c2ccc(C)cc2)c1,11%,-2

# Continued.
SMILES,Lipid storage S3,Lipid storage S3 cell count max
O=c1c2ccccc2nc(SCc2nnc(-c3ccccc3Br)o2)n1-c1ccccc1,7%,2
CCOc1ccc(CCNC(=O)CSc2nnnn2C)cc1OCC,?,.
CCOc1c(Cl)cc(CNC(C)(C)CC(C)(C)C)cc1OC,?,.
COCCN1CC(C(=O)NCc2ncccc2C)CCC1=O (stereo not drawn),?,.
Cc1ccc(CNC(=O)C2CCC(=O)N(CC3CCCCC3)C2)o1 (stereo not drawn),i,9
CCOC(=O)C1CCCN(Cc2ccccc2C)C1 (stereo not drawn),?,.
CCCC(CCC)C(=O)Nc1ccc2c(c1)N(C(=O)CCN1CCN(C)CC1)c1ccccc1CC2,?,.
O=C(CSc1nnc2c(n1)[nH]c1ccc(F)cc12)NC1CC1,21µM*,-6.5*
CCOC(=O)c1sc(-c2ccc(OC)cc2)cc1N,?,.
CCCCc1c(C)[nH]c(=S)[nH]c1=O,-6%,-1
CCCn1c(SCC(=O)NC(C)C)nc2sc3c(c2c1=O)CCC3,2%,7
CCC1CCC(N2CCN(c3ccc(F)cc3)CC2)CC1 (stereo not drawn),-10%,.
Cc1ccccc1C(=O)N=c1ccn(-c2nc3ccccc3nc2NS(=O)(=O)c2ccccc2)cc1,?,.
CC(C)CC(=O)N1CCN(Cc2ccc3c(c2)OCO3)CC1,?,.
CC1(C)C2CC=C(/C=N/n3cnnc3)C1C2 (stereo not drawn),?,.
Cc1ccc([N+](=O)[O-])cc1S(=O)(=O)NCCc1cn2ccccc2n1,?,.
Cc1ccc(Cl)cc1NC(=O)c1ccccc1OCC(=O)Nc1ccc(Cl)cc1,?,.
COc1ccc(CCNC(=O)C(=O)NCC2OCCCN2S(=O)(=O)c2cc(C)ccc2C)cc1 (stereo not drawn),?,.
Cc1c(C)c2c(c(C)c1O)CCC(C)(C(=O)O)O2 (stereo not drawn),10%,10
CN(C)CCN1C(=O)C(=O)/C(=C(/O)c2ccccc2)C1c1ccccc1F (stereo not drawn),12%,-1
Cc1ccc(-c2cc(=O)c3ccc(Cl)cc3[nH]2)cc1,-13%,5
O=C(CN1C(=O)COc2ccccc21)NCCCN1CCCCC1,?,.
Cc1ccc(-n2c(C)cc(C(=O)CSc3nnc4ccccn34)c2C)cc1,?,.
Cc1nc(NC(=O)CN(C)S(=O)(=O)c2ccc(Cl)cc2)sc1C,?,.
CCN(CC)S(=O)(=O)c1ccc(NC(=O)c2cccnc2Cl)c(NC(=O)c2cccnc2Cl)c1,?,.
# Next part:
SMILES,Lipid storage S3,Lipid storage S3 cell count max
CC1CCCC(C)N1C(=O)COC(=O)c1nn(C)c(=O)c2ccccc12 (stereo not drawn),?,.
COc1ccccc1CN1CCNC(=O)C1CC(=O)N(C)Cc1cnccn1 (stereo not drawn),-8%,22
Cc1cccc(NCN2C(=O)c3ccccc3C2=O)c1,15%,23
Cc1c(NC(=O)c2cc(-c3ccc(Cl)cc3)on2)c(=O)n(-c2ccccc2)n1C,?,.
CCn1ncc(Br)c1C(=O)Nc1ccc(F)c([N+](=O)[O-])c1,-6%,0
COc1ccc(CNC(=O)C2CCN(C(=O)[C@@H]3Cc4ccccc4CN3)CC2)cc1,?,.
COC(=O)c1cccc(NC(=O)CC2C(=O)NCCN2C(=O)Nc2cc(C)cc(C)c2)c1 (stereo not drawn),25%,9
COC(=O)CCCCCCCCCCN1CCCCC1,9%,5
Cc1ccccc1N1CCN(C2CCCN(C(=O)c3ccc(Cl)s3)C2)CC1 (stereo not drawn),?,.
CCNc1nc(C)c2cc(Br)c(=O)n(CC)c2n1,17%,-12
O=C(c1cnc2n(c1=O)CCS2)N1CCN(c2ccccc2F)CC1,-2%,-1
Cc1ccc(N(CC(=O)NCCc2ccccc2)S(=O)(=O)c2c(C)noc2C)cc1,?,.
O=c1c2ccccc2nnn1CSc1nnnn1-c1ccccc1,-4%,2
Cc1sc2nc(SCC(=O)Nc3c(C)n(C)n(-c4ccccc4)c3=O)n(C)c(=O)c2c1C,18%,-10
Cc1ccc(Cl)cc1NC(=S)N(CCCN1CCN(C)CC1)Cc1ccco1,4%,18
N#Cc1nc(COc2ccc(Br)cc2)oc1N1CCCC1,?,.
CSc1nc(NCC(C)C)c2c3c(sc2n1)CN(C)CC3,-23%,3
CCOc1ccc(C(=O)Nc2c(C(N)=O)oc3ccccc23)cc1,?,.
COc1ccc(Cl)cc1NC(=O)CNc1ccc(F)cc1C,-12%,2
Cc1nn(-c2ccccc2[N+](=O)[O-])c(=O)c2ccccc12,-7%,-9
CCCc1nc2ccc(NC(=O)c3ccco3)cc2c(=O)n1Cc1ccc(Cl)cc1,-9%,0
CC(C)c1ccc(/C=C2\SC(N3CCCC3)=NC2=O)cc1,-1%,0
COc1ccc(NC(=O)C(=O)NCCN2CCN(C(=O)c3cccs3)CC2)cc1,10%,12
O=C1NC(c2ccccc2)=C(c2nc3ccccc3s2)C(c2ccc(F)cc2)N1 (stereo not drawn),7%,-13
COc1ccccc1NS(=O)(=O)c1cccc(C(=O)NCC(c2ccco2)N(C)C)c1 (stereo not drawn),?,.

# Record cards, as listed above. Values in the order: Lipid storage S3, Lipid storage S3 cell count max
# Cc1ccc(Cl)cc1NC(=S)N(CCCN1CCN(C)CC1)Cc1ccco1 across the screens: 4%, 18
# CC(C)c1ccc(/C=C2\SC(N3CCCC3)=NC2=O)cc1 across the screens: -1%, 0
# Cc1c(NC(=O)c2cc(-c3ccc(Cl)cc3)on2)c(=O)n(-c2ccccc2)n1C across the screens: ?, .
# Cc1ccc(N(CC(=O)NCCc2ccccc2)S(=O)(=O)c2c(C)noc2C)cc1 across the screens: ?, .
# O=C(c1cnc2n(c1=O)CCS2)N1CCN(c2ccccc2F)CC1 across the screens: -2%, -1

# Back to the main list, starting 3 compounds before the break.
SMILES,Lipid storage S3,Lipid storage S3 cell count max
COc1ccc(NC(=O)C(=O)NCCN2CCN(C(=O)c3cccs3)CC2)cc1,10%,12
O=C1NC(c2ccccc2)=C(c2nc3ccccc3s2)C(c2ccc(F)cc2)N1 (stereo not drawn),7%,-13
COc1ccccc1NS(=O)(=O)c1cccc(C(=O)NCC(c2ccco2)N(C)C)c1 (stereo not drawn),?,.
CC1CCCC(C(=O)OCc2ccccc2)N1 (stereo not drawn),0%,7
Cc1c(C(C)C[C@H](C)O)oc(=O)c2c1Oc1c(C)c(C(C)C[C@H](C)O)oc(=O)c1C2 (stereo partly drawn),?,.
COc1ccc(NC2CCCN(C(=O)c3cc(CC(C)C)nc(N)n3)C2)cc1 (stereo not drawn),?,.
C=CCn1c2ccccc2c(=O)c2cc(C#Cc3cc(OC)cc(OC)c3)ccc21,i,5
CC(Oc1ccc2c3c(c(=O)oc2c1)CCC3)C(=O)NCC1CCC(C(=O)O)CC1 (stereo not drawn),i,24
Cn1c(=O)c2c(SCC(=O)N3CCCc4ccccc43)nc(C3CC3)nc2n(C)c1=O,i,.
CC(=NCc1ccccc1)C1=C(O)COC1=O,?,.
O=C(CN1CCN(c2ccccc2)CC1)NCc1ccc(F)cc1,i,-16
CC(C)(C)NC(=O)C1CCCN(S(=O)(=O)c2ccc(-n3cnnn3)cc2)C1 (stereo not drawn),i,-24
Clc1cccc(CN2CCN(c3ncccn3)CC2)c1Cl,4%,5
O=C(N/N=C/c1ccccn1)c1ccc(Br)o1,-9%,14
O=Cc1ccc(OCC(=O)Nc2ccccc2C(F)(F)F)cc1,i,-12
N#Cc1cnn2c(-c3ccc(Cl)cc3Cl)ccnc12,-3%,13
COc1ccc(-c2cc(C(=O)NCCc3ccccc3)no2)cc1OC,i,.
O=C(Nc1ccc([N+](=O)[O-])cc1)c1ccccc1,?,.
COc1ccc(C2N(Cc3ccccc3)CC(=O)N2/N=C(\C)c2ccccc2)cc1 (stereo not drawn),?,.
COc1ccccc1NS(=O)(=O)c1ccc2oc(=S)[nH]c2c1,0%,9
S=c1[nH]nc(-c2cccnc2)n1C1CCCCC1,13%,4
Cc1ccc(C(=O)COC(=O)CN2C(=O)C3C4CCC(C4)C3C2=O)cc1C (stereo not drawn),?,.
CCN(CC)c1ccc(C(=O)NNC(=O)CCc2nc3ccccc3c(=O)[nH]2)cc1,i[0.369 µM],-14
COc1ccc(CN2CCN(CCCc3ccccc3)CC2)c(OC)c1,4%,4
COC(=O)C1CCCCN1C(=O)c1cc(COc2cccc3cnccc23)on1 (stereo not drawn),?,.
COc1ccc(-c2nc3ccccn3c2/N=C/c2ccc(OC)c(OC)c2)cc1O,?,.
Cc1cc(=O)oc2c(N)c(O)ccc12,i,.
COC(=O)Cn1c(C)nc2ccccc21,?,.
# Following part.
SMILES,Lipid storage S3,Lipid storage S3 cell count max
COc1ccc(C(=O)OCC(=O)c2ccc(CNC(C)=O)s2)cc1,?,.
CCn1cnc2c1c(=O)n(CC(=O)NCC(F)(F)F)c(=O)n2Cc1ccccc1,?,.
Cc1cccc(N2CCN(C(=O)c3nn(C)c4c3CS(=O)(=O)c3ccccc3-4)CC2C)c1 (stereo not drawn),?,.
CSc1nc(Oc2ccc(F)cc2)c2ccccc2n1,-11%,10
CCOc1ccc(N(C(C)C(=O)N2CCCCCC2)S(C)(=O)=O)cc1 (stereo not drawn),?,.
Cc1ccc2c(c1)C(=O)C(=O)N2CCOc1ccccc1,-3%,-2
O=C(Oc1cc(=O)oc2ccccc12)c1cccnc1Cl,-7%,-13
O=C(CN1CCN(Cc2ccccc2)CC1)Nc1nc2ccccc2s1,?,.
CCCCNC(=O)CSc1nnc(-c2c[nH]c3ccccc23)n1CC1CCCO1 (stereo not drawn),?,.
Cc1cc(=O)n2nc(N3CCCC(C(=O)NC(C)c4ccccc4)C3)sc2n1 (stereo not drawn),?,.
COc1cc(SC)ccc1C(=O)Nc1cc(C)c(OCC(=O)N2CCOCC2)c(C)c1,?,.
COc1ccccc1C(=O)COC(=O)c1cc(S(=O)(=O)N2CCCCC2)ccc1N1CCOCC1,?,.
COc1ccc(S(=O)(=O)N2CCCC2C(=O)Nc2nccs2)cc1 (stereo not drawn),?,.
O=C(CCc1nc2ccccc2c(=O)[nH]1)NCCN1C(=O)S/C(=C\c2ccc(Cl)cc2Cl)C1=O,-29%,1

# Some of the compounds tested; rates above refer to the full screens.
